# From PubChem
# ALOX12 inh – Primary qHTS assay for inhibitors of human arachidonate 12S-lipoxygenase (ALOX12): Round 2; Polyunsaturated fatty acid lipoxygenase ALOX12 (Homo sapiens), P18054; hit rate 1.1% among 580,000; Potency, µM (series often up to 108 µM), for inactives: at the top dose activity change, negative = inhibition, usual class: inhibitors; purified 12hLO, xylenol orange hydroperoxide absorbance; active = well fitted inhibition curve with a large enough effect; inconclusive = small, poorly fitted or top-dose-only effect, or another doubt; inactive = no such curve, though single readings can be large or run the other way
# Target sequence (P18054 whole entry, looked up): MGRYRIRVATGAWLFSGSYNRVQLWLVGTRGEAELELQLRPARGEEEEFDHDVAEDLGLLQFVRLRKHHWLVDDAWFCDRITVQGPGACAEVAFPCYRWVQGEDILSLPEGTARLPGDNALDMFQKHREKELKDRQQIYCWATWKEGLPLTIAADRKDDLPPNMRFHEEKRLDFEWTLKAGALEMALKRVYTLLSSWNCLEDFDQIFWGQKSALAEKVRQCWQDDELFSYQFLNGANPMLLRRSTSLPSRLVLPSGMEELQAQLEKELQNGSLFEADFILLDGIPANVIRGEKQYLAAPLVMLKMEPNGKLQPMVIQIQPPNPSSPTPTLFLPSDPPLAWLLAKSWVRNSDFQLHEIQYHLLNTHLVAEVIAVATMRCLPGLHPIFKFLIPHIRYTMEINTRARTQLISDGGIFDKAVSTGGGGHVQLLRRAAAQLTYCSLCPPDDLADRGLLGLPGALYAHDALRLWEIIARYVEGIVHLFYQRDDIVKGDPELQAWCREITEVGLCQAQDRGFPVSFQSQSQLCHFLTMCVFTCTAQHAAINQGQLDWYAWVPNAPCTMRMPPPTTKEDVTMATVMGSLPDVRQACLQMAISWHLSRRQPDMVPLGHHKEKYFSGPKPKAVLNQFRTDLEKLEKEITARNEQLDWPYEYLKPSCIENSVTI
#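 Hydroperoxide product was detected by ferrous iron/xylenol orange as the 573 to 405 nm absorbance ratio. Arachidonic acid at 40 uM (final) was turned over for 30 min at room temperature by 150 nM human 12hLO, pH 7.0 Hepes buffer, after 15 min compound preincubation.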
# * marks the source's active call; other numbers are inactive results; ? = inconclusive; [ ] = another dose, or the depositor's remark. % is scaled to controls: 0 for no effect and ±100 for the full control effect; potency is read from the fitted curve at half-maximal effect. Some of the compounds tested (hit frequency here may not be typical).
ALOX12 inh | smiles
-1.2% | CCNC(=O)NC(=O)C(C)Sc1nnc(-c2cccc(C)c2)n1C (stereo not given)
? | O=C(O)CCN1CCCCC1
6.4%[176 µM] | C[S+](=O)([O-])N1CCn2c(nn(-c3ccncc3)c2=O)C1
35.4%[activator] | COc1ccc(-c2cc(N3CCCC(NC(=O)c4cccc(OC)c4)C3)n[nH]2)cc1 (stereo not given)
? | Cc1ccc(SCc2nc(-c3ccc(C(=O)NCc4cccnc4)cc3)oc2C)cc1
3.8% | CC(C)(C)c1nnc(Nc2ccc(Br)cc2)[nH]c1=O
? | COC(=O)C(Cc1ccc(O)cc1)NC(=O)c1nn(C)c(=O)c2ccccc12 (stereo not given)
1.3% | Fc1nc(F)c(F)c(Sc2cccc3cccnc23)c1F
? | Cc1ccc2[nH]c(C(=O)NCc3ccc4c(c3)OCO4)cc2c1
4.5% | CCn1cc(CN2CCC(Oc3ccc4ccccc4c3)(C(=O)O)CC2)c(C)n1
42.3%[activator][176 µM] | Cc1ccccc1C(=O)N(C)Cc1ccccc1C(F)(F)F
17.2% | CCCOc1nccnc1NC1CCN(C(=O)c2ccncc2)CC1
? | O=C(c1nc(-c2ccc(F)cc2)c2cnccn12)N1CCN(c2ncccn2)CC1
? | Cc1cc(Cl)ccc1NC(=O)CCNC(=O)CCC(=O)c1cccs1
55.7%[activator] | C=CCNC(=S)N/N=C/c1ccc(Cl)cc1Cl
68.9%[activator] | COCC(=O)N[C@@H]1CN(C(=O)Nc2ccccc2F)CC[C@@H]1c1nc(C)no1
? | CCCCn1c(=O)[nH]c(=O)c2c1nc(COC(=O)c1ccccc1C(F)(F)F)n2CC
54.0%[activator] | O=C(NC1CCN(c2cc(-c3ccc(F)cc3)[nH]n2)C1)c1ccncc1 (stereo not given)
? | Cc1ccc(-c2cc(C(=O)NCc3ccccc3)c3ccccc3n2)o1
? | CCOCCCNCc1ccc(F)cc1
39.8µM* | CC(C)c1ccc(-c2nc3cc(NC(=O)c4cccnc4)ccc3o2)cc1
-21.5% | CC1(Oc2cccc(F)c2)CCN(Cc2ccccc2OC(F)F)C1 (stereo not given)
-9.8% | COC(=O)[C@@]12C[C@@H](CC(=O)NCC34CC5CC(CC(C5)C3)C4)C(=O)N(Cc3ccc4c(c3)OCO4)C1=CCC(C)(C)C2
60.3%[activator] | CC(C)C(=O)N1CCC(C(=O)Nc2cccc(OCC3CCCO3)c2)CC1 (stereo not given)
-26.9% | CC1(C(=O)NS(=O)(=O)Cc2cccc(Cl)c2)CCN1C(=O)c1ccc(C2CCCCC2)cc1 (stereo not given)
-2.8% | Cc1ccc2c(C)nc(/N=C(\N)NC(=O)Cc3ccccc3)nc2c1
60.3%[activator] | CC(=O)c1cc(C(=O)N2C[C@@H](CN3CCCN(C)CC3)[C@@H](CO)C2)cs1
20.6% | C#CCN(CC(=O)NC(=O)NCC=C)C1CCc2ccccc21 (stereo not given)
-17.8% | CCOC(=O)c1c(C)c(C)n(Cc2cccs2)c1NC(=O)CN(CC)CC(=O)NC(C)(C)C
34.3% | CNC(=O)[C@@H]1CN(S(=O)(=O)c2cn(C)cn2)C[C@H]1COC
14.5% | CS(=O)(=O)N1CCCC1c1noc(CCC(=O)NC2CC2)n1 (stereo not given)
-9.6% | C=CCn1c(C)nnc1SCC(=O)N1c2ccccc2NC(=O)C1(C)C
25.4% | COc1ccccc1OCCSc1nc2ccccc2n1CC(=O)O
29.4% | O=C(Cc1ccc(F)cc1)N(CC1CCN(Cc2ccccc2F)CC1)CC1CCCO1 (stereo not given)
? | COc1cccc([S+](=O)([O-])N2CCC3(Cc4ccccc4NC3=O)C2)c1 (stereo not given)
43.4%[activator] | Cn1nc2n(c1=O)CCN(C(=O)C1(c3ccccc3)CCCC1)CC2
5.1% | CCOCCn1cc(C2CCN(S(=O)(=O)c3c(C)cc(C)cc3C)CC2)c2ccccc21
7.6% | O=C(NCCn1ccnc1)c1ccc(OC2CCN(CCc3ccccc3)CC2)cc1
10.2% | O=S(=O)(c1ccc(SCc2cc(Cl)c3c(c2)OCCCO3)nc1)N1CCOCC1
-9.3% | Cc1nc2nc(CC(=O)NCc3ccccc3)nn2c(C)c1Cc1ccc(Cl)cc1
18.8% | CCN(CC)C(=O)CSc1nn(CC)c2nc3c(c(=O)n12)C(C)(CC)Cc1ccccc1-3 (stereo not given)
1.2% | CCC(CC)NC(=O)Cc1cccs1
2.8% | CCN1C(=O)CCN(C(=O)c2ccc3cc[nH]c3c2)CC12CCOCC2
? | CC(=O)Nc1cc(-c2ccc(N)nc2)cn2c(-c3cccc(C(F)(F)F)c3)cnc12
-6.0% | Cc1ccc(Cn2c(CN3CCOCC3)nc3ccccc32)cc1
-1.5% | O=C1CN(C(=O)CNc2ccccc2C(=O)Nc2ccc(F)cc2)c2ccccc2N1
? | CN1CCC(CNc2nccc(C3(c4ccccc4Cl)CCNCC3)n2)C1 (stereo not given)
-0.3% | CCCNC(=O)C1(C)CCCN(CCC(=O)c2ccccc2)C1 (stereo not given)
4.7% | Nc1nccnc1C(=O)NCc1cccc(C(F)(F)F)c1
1.4% | CCC(=O)N1CCC(C(=O)Nc2ccc(S(=O)(=O)N3CCCC3)cc2)CC1
-1.7% | c1cc(-c2nc(C3CCOCC3)nn2CC2COCCO2)[nH]n1 (stereo not given)
18.0% | CNC(=O)[C@@H]1CN(C(=O)c2cncc(Br)c2)C[C@H]1CO
0.4% | COc1ccc(-c2cnn3c(C)cc(C)nc23)cc1S(=O)(=O)NCc1ccc(F)cc1
1.7%[176 µM] | C#CCNC(=O)[C@H]1O[C@H](CCN2CCOCC2)CC[C@@H]1O
38.8%[activator] | CC(C)(O)CCc1cccc(C(=O)NCCCc2ccccn2)c1
50.5%[activator] | Cn1cc(CN2CCc3c([nH]n(CCO)c3=O)C2)c(-c2ccccc2)n1
1.3% | Cn1nc(C(=O)NCC23CCC=C2N(CC2CC2)C(=O)CC3)c2ccccc21 (stereo not given)
21.2% | CCCN1CCC(N(C)C(=O)c2cc3ccccc3c(OC)n2)CC1
84.0%[activator] | CN(C)C[C@@H]1CN(C2CCOCC2)C[C@H]1NC(=O)Cc1ccccc1Cl
-3.3% | CCNC(=S)NC1CC(C)(C)NC(C)(C)C1

# Part of the list above, reformatted:
SMILES,ALOX12 inh
C#CCNC(=O)[C@H]1O[C@H](CCN2CCOCC2)CC[C@@H]1O,1.7%[176 µM]
CC(C)(O)CCc1cccc(C(=O)NCCCc2ccccn2)c1,38.8%[activator]
Cn1cc(CN2CCc3c([nH]n(CCO)c3=O)C2)c(-c2ccccc2)n1,50.5%[activator]

# (list continues)
ALOX12 inh | smiles
31.6µM* | Cc1ccc(NC(=O)C2=C(c3ccccc3)NC(=S)NC2c2ccc(Br)cc2)cc1 (stereo not given)
? | CS(=O)(=O)N(CC(=O)Nc1ccc(Br)cc1)c1cccc(Cl)c1Cl
34.7%[activator] | COc1ccc(S(=O)(=O)N2C[C@H](F)C[C@@H]2C(=O)N2CCOCC2)cc1Cl
-2.0%[176 µM] | Cc1cc(Cn2cc3c4c(cccc42)[C@H](CC(C)C)N[C@H](C(=O)NCC2CC2)C3)no1
13.5% | COc1ccc(Cn2c(C3CCN(C(=O)c4ccc(OC)c(F)c4)CC3)n[nH]c2=O)cc1
? | COc1ccc(-c2nc3c(c(-c4ccccc4)n2)CN(C(=O)c2cccc(Cl)c2)CC3)cc1
7.1% | CSc1ccc(C(=O)N2C[C@@H](CN3CCN(C)CC3)[C@@H](CO)C2)cc1
7.6% | COCCOC1CCN(C(=O)c2cn[nH]c2-c2ccc(F)cc2)CC1
20.8% | Cc1[nH]nc2c1C(c1c(F)cccc1F)C(C#N)=C(N)O2 (stereo not given)
-13.3% | O/N=C\c1ccc(OCc2ccccc2Cl)cc1
4.9% | O=C(NCCc1ccccc1)C1CCN(C(=O)[C@H]2CCC[C@@H](O)C2)CC1
7.2% | Cc1cccc(OCCN(C)C(=O)c2n[nH]c(=O)c3ccccc23)c1
-6.5% | C=C(C)Cn1c(SCc2ccc(F)cc2)nc2c1c(=O)n(C)c(=O)n2C
? | Cc1c(-c2cccc3c(CCCOc4cccc5ccccc45)c(C(=O)O)n(Cc4cccnc4)c23)c(COc2ccc(N3CCN([S+](=O)([O-])N(C)C)CC3)cc2)nn1C
55.7%[activator] | Cc1ccc(-c2cc(N3CCCN(C(=O)c4cccnc4)CC3)n[nH]2)cc1C
36.2%[activator] | COCCC1(NS(C)(=O)=O)CCN(C(=O)c2ccc(C#N)cc2)CC1
1.8%[6.33 µM] | CC(=O)N1CC2(CCCN2C(=O)CCC(=O)O)Cc2ccccc21 (stereo not given)
? | O=C(Cc1cccc2ccccc12)Nc1cccc2ncccc12
? | O=C(NCCc1ccccc1Cl)[C@@H]1CCCN1C(=O)[C@@H](NS(=O)(=O)c1ccc(F)cc1F)c1ccccc1
-2.3% | CC1CCC(C(C)C)C(OC(=O)COC(=O)c2c(F)cccc2Cl)C1 (stereo not given)

# Random excerpt: three records from the list, in no set order.
ALOX12 inh | smiles
-2.3% | CC1CCC(C(C)C)C(OC(=O)COC(=O)c2c(F)cccc2Cl)C1 (stereo not given)
? | Cc1c(-c2cccc3c(CCCOc4cccc5ccccc45)c(C(=O)O)n(Cc4cccnc4)c23)c(COc2ccc(N3CCN([S+](=O)([O-])N(C)C)CC3)cc2)nn1C
-2.0%[176 µM] | Cc1cc(Cn2cc3c4c(cccc42)[C@H](CC(C)C)N[C@H](C(=O)NCC2CC2)C3)no1

# (list continues)
ALOX12 inh | smiles
6.5% | O=C(NCCc1c[nH]c2ccc(F)cc12)C1CC(=O)N(c2n[nH]c3ccccc23)C1 (stereo not given)
57.5%[activator] | COc1ccc(C(=O)N2c3ccccc3CC2c2nc(C(C)C)no2)c(OC)c1 (stereo not given)
-43.6% | CSc1ccccc1C(=O)OCC(=O)NCc1cccs1
2.1% | COc1ccc(NC(=O)C(=O)NC(C)C)cc1N1CCCCS1(=O)=O
-15.9% | O=C(Cc1ccc(F)cc1)OCc1cc(-c2ccccc2)no1
? | COC(=O)c1ccc2nc(-c3ccc(F)cc3)c(CC3CCCCC3)n2c1
38.7% | COc1ccc2c(ccn2CC(=O)Nc2ccc3c(c2)OCCO3)c1
5.4% | CCOC(=O)c1cnc2c(C)cc(C)cc2c1NCCN(C)C
0.4% | Cc1c(C2Nc3ccccc3C2C)[nH]c2ccccc12 (stereo not given)
-45.9% | CNC(=O)c1ccc(-c2nc(CN3CCN(C(=O)Nc4cc(Cl)ccc4C)CC3)c(C)o2)cc1
-18.9% | C[C@@H]1ON(C)[C@H]2C[C@H]3c4cc(-c5ccc(F)cc5)ccc4CCN3C[C@@H]12
33.0% | CCOc1ccc(CC(=O)N2CCN(c3cc(-c4cccs4)[nH]n3)CC2)cc1OCC
-10.9% | CCC(=O)N1CCC2(CC1)C(OC)CN2c1ccc(C)cc1 (stereo not given)
27.1%[176 µM] | O=C1c2cnc(-c3cc(F)cc(F)c3)nc2OCCN1Cc1ccccc1
-38.9% | O=C1NC(C(=O)O)=CC(c2ccc(Br)cc2)N1 (stereo not given)
1.9% | O=C(Nc1ccc(NCc2ccccc2)c(Cl)c1)c1cc[n+]([O-])cc1
14.3% | COc1cccc(CNC(=O)Cn2ccn3nc4c(c3c2=O)CCCC4)c1
21.7% | CC(C)c1cc(C(=O)N2CC[C@H](CO)[C@H](O)C2)cs1
-8.6% | COc1ccc(-c2noc(CC3CCN(C(=O)Cc4ccc(OC)c(OC)c4)CC3)n2)cc1
-45.3%[57.4 µM] | CC=CCC=CCCC(=O)[C@H]1O[C@@H]1C(N)=O

# Entries listed so far shown as hits in ALOX12 inh:
ALOX12 inh | smiles
39.8µM* | CC(C)c1ccc(-c2nc3cc(NC(=O)c4cccnc4)ccc3o2)cc1
31.6µM* | Cc1ccc(NC(=O)C2=C(c3ccccc3)NC(=S)NC2c2ccc(Br)cc2)cc1 (stereo not given)

# (cont.)
ALOX12 inh | smiles
35.9%[activator] | O=C(N1CCN(c2ncncn2)CC1)N(c1ccccc1)c1ccccc1
48.0%[activator] | O=C(c1ccccc1F)N1CCC(c2nn(-c3ccccc3)c(=O)[nH]2)CC1
? | O=C(Cc1ccc(Cl)cc1)N1CCN(c2cc(-c3cccs3)[nH]n2)CC1
-10.9% | O=C(NCc1cccnc1)C(F)(F)C(F)(F)C(F)(F)F
3.5%[176 µM] | COCc1cccc(-c2n[nH]c3c2CC(=O)N(CCOc2ccccc2)C3)c1
9.3%[176 µM] | COCCN1Cc2nc(-c3cccc(NC(C)=O)c3)ccc2OCC1=O
? | COc1cccc(CN2CCCn3nc(C)c(-c4cnccc4C)c32)c1
23.2% | O=C(NC1CCCCC1)C1CN(C(=O)c2ccc(F)cc2)CC12CCOCC2 (stereo not given)
16.4% | Cc1ccc(Cn2cc(CN3[C@H](Cc4ccccc4)COc4cc(Br)ccc4S3(=O)=O)nn2)cc1
-2.4%[6.33 µM] | Cc1cc(C)c([S+](=O)([O-])c2nnn3c2nc(NCc2ccncc2)c2ccccc23)c(C)c1
16.7% | Fc1ccccc1-c1noc(N2CCCCC2)n1
-5.3%[176 µM] | Cc1ccccc1-c1[nH]nc2ncc(-c3ccc(F)cc3)nc12
? | Cc1cc(=O)oc2c(C)c(OCC(=O)Nc3ccc(Br)cc3)ccc12
-3.8% | Cc1cccc(OCc2nc3c4c(ncn3n2)OC2=C(C(=O)CCC2)C4c2ccco2)c1C (stereo not given)
-21.1% | COc1ccc(OC)c(NC(=O)Cc2sc(C)nc2-c2cccs2)c1
? | O=C1NC[C@@H](CCCCN2CCN(CC3CCCCC3)C(=O)C2=O)N(CC2CCCCC2)C1=O

# 2 neighbouring records already listed:
ALOX12 inh | smiles
-1.2% | CCNC(=O)NC(=O)C(C)Sc1nnc(-c2cccc(C)c2)n1C (stereo not given)
? | O=C(O)CCN1CCCCC1
